Bioassay records as filed in PubChem BioAssay.
PMI act hi M6P: human PMI activators, high substrate, primary screen, biochemical, fluorescence intensity, near-saturating mannose 6-phosphate. coupled PMI enzyme assay, resazurin fluorescence, 20 min; stronger effect = higher value; 1 = untreated enzyme, 0 = substrate-free blank. activation factor at 20 µM. hit rate 0.34% among 190,000. AID 1216, 2008;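 active = activation factor of 2 or more at 20 µM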
Target sequence (P34949 whole entry, looked up): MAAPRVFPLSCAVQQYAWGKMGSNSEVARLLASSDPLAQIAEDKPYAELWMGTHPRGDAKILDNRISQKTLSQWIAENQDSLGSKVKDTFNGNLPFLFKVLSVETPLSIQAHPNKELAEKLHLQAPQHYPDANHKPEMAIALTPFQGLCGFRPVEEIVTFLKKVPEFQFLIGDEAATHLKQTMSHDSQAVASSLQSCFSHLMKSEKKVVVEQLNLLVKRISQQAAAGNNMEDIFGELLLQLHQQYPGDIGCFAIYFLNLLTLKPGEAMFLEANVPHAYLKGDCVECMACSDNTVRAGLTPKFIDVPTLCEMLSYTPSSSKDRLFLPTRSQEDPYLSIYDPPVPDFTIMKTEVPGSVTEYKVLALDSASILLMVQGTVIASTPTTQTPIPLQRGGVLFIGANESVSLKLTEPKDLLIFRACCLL
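Material: human phosphomannose isomerase with PGI, G6PDH, diaphorase coupling enzymes / Reagent: Man-6-P substrate 1.0 mM / Dosing: single compound dose of 20 µM, 1% DMSO final / Incubation: enzyme reaction with compound 20 min at room temperature / Signal: resorufin fluorescence (Ex 544/Em 590 nm) from resazurin via diaphorase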
G6PDH CS: L. mesenteroides G6PDH inhibitors, counter-screen for G6PDH-coupled screening assays, biochemical, Leuconostoc mesenteroides enzyme; glucose-6-phosphate dehydrogenase [Leuconostoc mesenteroides]; Purified L. mesenteroides G6PDH, diaphorase/resazurin coupled fluorescence, 45 min; inhibition, % at 5 µM; hit rate 0.12% among 200,000
Hsp70 act: Hsp70 transcriptional activators, primary screen, cell-based, HeLa, Hsp70 promoter luciferase, luminescence, 10 µM | HeLa Hsp70 promoter luciferase reporter; scaled: vehicle 0, proteasome-inhibitor control 100% | hit rate 0.04% among 200,000 | activation, % at 10 µM;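 active = activation above the mean across all tested compounds plus 3 SD, cutoff set per campaign, cut at about 5.5% in these data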;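 note: 100% = MG132 at 30 µM as the positive control and 0% = DMSO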
S1P3 antagonist: S1P3 receptor antagonists, primary screen, cell-based. Sphingosine 1-phosphate receptor 3 (Homo sapiens), Q99500. CHO S1P3 NFAT-BLA reporter, FRET fluorescence, antagonist mode. inhibition, % at 4.98 µM. hit rate 0.27% among 170,000;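 active = inhibition above the plate cutoff, the mean inhibition of test wells on that plate plus 3 SD, cut at about 28% in these data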;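 note: cells challenged with S1P at its EC80 of 0.8 µM; blue over green emission ratio from cleaved BLA substrate after 4 h stimulation; 0% = S1P-stimulated wells and 100% = unstimulated DMSO-only wells; some compounds past the cut are filed as inactive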
Target sequence (Q99500 whole entry, looked up): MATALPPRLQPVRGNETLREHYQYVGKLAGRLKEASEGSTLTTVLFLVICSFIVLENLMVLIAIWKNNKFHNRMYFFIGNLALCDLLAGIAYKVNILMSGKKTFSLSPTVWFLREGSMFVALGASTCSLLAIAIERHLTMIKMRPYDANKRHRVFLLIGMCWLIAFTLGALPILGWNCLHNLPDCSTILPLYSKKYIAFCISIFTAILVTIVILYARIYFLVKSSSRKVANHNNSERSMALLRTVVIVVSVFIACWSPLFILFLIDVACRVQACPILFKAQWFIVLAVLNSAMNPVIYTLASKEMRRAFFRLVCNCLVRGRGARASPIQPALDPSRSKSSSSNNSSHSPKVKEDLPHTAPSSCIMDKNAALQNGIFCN
L major viab: Leishmania major promastigote growth inhibition, primary screen; Leishmania major promastigotes, resazurin fluorescence viability; inhibition, % at 10 µM; hit rate 9% among 200,000;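 note: promastigotes grown with compound for 44 hours at 28 °C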
DTT redox prof: compounds producing H2O2 with reducing agent – biochemical, NIH compound library profiling, artefact control for MLSCN library redox annotation, primary screen; DTT-dependent redox cycling H2O2, phenol red/HRP absorbance; 100% = 100 µM peroxide control, 0% = buffer; activation, % at 10 µM; hit rate 0.03% among 200,000; AID 878, 2007;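 active = activation of at least 50% relative to the plate's high and low controls in the primary single-dose screen; inactive = activation below 50%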;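 note: compound incubated with DTT at 0.8 mM final as the reducing agent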
RAM inhibit: inhibitors of the yeast RAM network, primary screen, dse1pr::URA3 reporter, 5-FOA selection. S. cerevisiae dse1pr::URA3 reporter, 5-FOA growth OD615, 2 d; analog-sensitive cbk1-as2 kinase mutant strain. inhibition, % at 50 µM. hit rate 1.8% among 190,000;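 active = inhibition above a set limit, 3 SD over mean compound inhibition, cut at about 8.4% in these data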;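 note: 0% = DMSO-only wells with no growth and 100% = 10 µM 1-NA-PP1 full growth; inhibition rescues growth on 5-FOA so higher OD means more RAM inhibition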
PMI activator: activators of human PMI, primary screen, biochemical, fluorescence intensity, near-Km mannose 6-phosphate. purified human PMI, coupled resazurin fluorescence, 20 min; stronger effect = higher value; 1 = vehicle control, 0 substrate-free wells. Mannose-6-phosphate isomerase (Homo sapiens), P34949. activation factor at 20 µM. hit rate 0.005% among 190,000;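 active = activation factor of 2 or more at 20 µM, relative to plate controls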
Diaphorase inh: diaphorase inhibitors and chemical oxidizers, primary screen, counter-screen for diaphorase-coupled primary assays, biochemical, uHTS, resorufin fluorescence; hit rate 0.69% among 190,000; inhibition, % at 20 µM; AID 1217, 2008; diaphorase resazurin-to-resorufin fluorescence, NADH, 16 min; bacterial (C. kluyveri) enzyme, not human;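 active = primary screen inhibition at 20 µM above a set limit, cut at about 50% in these data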;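 note: plate controls were DMSO with full reaction for no effect and wells lacking NADH for full effect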
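Benchmarks: positive control wells lacking NADH, neutral wells with DMSO only. System: bacterial diaphorase enzyme (C. kluyveri). Input: 0.14 U/mL diaphorase, enzyme working solution. Detection: resorufin fluorescence, excitation 544 nm, emission 590 nm. Times: 16-min room-temperature incubation before reading.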
TLR4-MyD88 BLA: inhibitors of TLR4-MyD88 association in cells, primary screen, cell-based, HeLa CL3-4, BLA complementation, FRET ratio | inhibition, % at 8.4 µM | Toll-like receptor 4 (Homo sapiens) + Myeloid differentiation primary response protein … | hit rate 0.18% among 200,000 | AID 861, 2007 | HeLa CL3-4 TLR4/MyD88 BLA complementation; in the data active = inhibition above about 25%;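 note: 0% = vehicle and 100% = reference inhibitor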
Diaphorase act: compounds boosting diaphorase resazurin reduction – biochemical, uHTS, resorufin fluorescence, counter-screen for diaphorase-coupled primary assays, primary screen. hit rate 0.005% among 190,000. Diaphorase/resazurin coupled assay, 16 min; stronger effect = higher value; 1 = vehicle wells, 0 = NADH-free wells. activation factor at 20 µM;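 active = diaphorase activity raised at least twofold by the compound at 20 µM; inactive = activation factor below 2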
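test system = bacterial diaphorase enzyme (C. kluyveri) | quantity = enzyme 0.07 U/mL final | reagent = NADH substrate 0.114 mM plus resazurin dye 0.1 mM, final | incubation = 16 min enzyme reaction, ambient temperature | buffer or medium = HEPES pH 7.4 buffer with MgCl2 and Tween 20 | signal = fluorescence of resorufin, 544 nm excitation, 590 nm emission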
An asterisk follows results filed as active; / = not tested or not shown. Cut-off read from the data, not from the text of the source, unless noted: active = inhibition above about 50%; inactive = the rest.

SMILES	PMI act hi M6P	G6PDH CS	Hsp70 act	S1P3 antagonist	L major viab	DTT redox prof	RAM inhibit	PMI activator	Diaphorase inh	TLR4-MyD88 BLA	Diaphorase act
CCN(CC(F)(F)C(F)F)S(=O)(=O)c1ccc(NC(=O)OC)cc1	1	2	0.7	-12	0	0.4	0.7	0.9	13	13	0.9
CCOc1ccc(OCC(=O)Nc2nccs2)cc1	1.1	10	-0.6	-3	0	0.2	1.2	1.1	-15	2	1.1
Cc1cc(CNC(=O)CC2C(=O)NCCN2Cc2ccc(-c3ccccc3)cc2)nn1C (stereo unspecified)	0.8	4	-0.3	9	-7	-0.1	1.3	0.9	17	1	0.8
COC(CCN(C)C)(c1ccccc1)c1ccccc1	0.9	6	-0.5	15	-3	18	1.9	0.9	18	-1	0.8
COc1ccc(/C=N/NS(=O)(=O)c2ccc(C)cc2)cc1OC(=O)c1ccc(C)cc1	1	15	-0.2	/	-1	-1.6	5.6	0.9	10	8	0.9
Cc1cccc(NC2=CC(=O)CC(C)(C)C2)c1C	1	7	-0.2	-4	0	0.2	0.4	0.8	29	14	0.7
Cc1ccc2[nH]c3c(NCc4ccco4)ncnc3c2c1	0.8	-1	-0.6	59*	28	2.2	1.0	0.9	23	9	0.8
O=C(CC(c1cccs1)S(=O)(=O)c1ccccc1)c1ccc(F)cc1 (stereo unspecified)	1.4	11	-0.4	-6	11	0.2	2.4	1.6	7	4	0.9
CSC1=N/C(=C\c2ccc(Br)o2)C(=O)S1	1.1	2	-0.1	/	12	0.8	3.2	1.1	16	-9	0.8
O=C(c1ccc(CSc2ccc(Cl)cc2)cc1)N1CCOCC1	1	8	0.0	2	-1	1.0	-1.6	0.9	15	-7	0.8
Cc1ccc(NC(=O)CSc2nc3[nH]ncc3c(=O)[nH]2)c(C)c1	1	12	0.1	-9	-4	0.1	1.9	1	7	-11	0.9
CC1CCCCN1C(=O)CCc1nnc(Cc2c[nH]c3ccccc23)o1 (stereo unspecified)	1	3	-0.4	6	8	-0.7	1.4	0.9	14	-5	0.9
CCCCOC(=O)c1ccccc1N1C(=O)C2C3CCC(C3)C2C1=O (stereo unspecified)	1	11	-0.3	4	-3	0.1	1.9	1.1	0	2	1
CCCNC(=O)C1CC(=O)N(c2ccc(OCC(=O)Nc3cc(C)cc(C)c3)cc2)C1 (stereo unspecified)	0.9	-15	/	-13	/	/	/	0.9	3	/	1
CCN1CCN(C(=O)C2CCN(C(=O)c3cc4sccc4n3CC)CC2)CC1	1	5	0.4	-1	-8	-0.1	0.0	1	3	-9	1
Nc1ccccc1SCC(=O)Nc1ccc(N2CCOCC2)cc1	0.9	10	-0.4	/	-1	-4.0	2.8	1	6	-10	0.9
COc1cc2c(cc1OC)CN(CC(=O)Nc1ccc3c(c1)OC(F)(F)O3)CC2	0.9	1	-0.2	/	-4	0.3	-0.6	0.9	10	4	0.9
Cc1ccc2nc3c(c(C(=O)O)c2c1)CCC3	1	1	0.3	-33	-5	-0.6	2.6	1.1	12	-4	0.9
Cc1csc(NC(=O)CSc2ncn(-c3ccccc3)n2)n1	1	-5	-0.3	/	25	2.0	1.5	1	12	1	0.9
Clc1ccc(-n2nnnc2-c2cnc(-c3ccncc3)nc2-c2cccs2)cc1	0.7	-6	-0.3	/	50	2.5	1.0	0.9	22	-9	0.8
O=C(Cc1ccc(F)cc1)N1CCC(N2CCC(C(=O)N3CCOCC3)CC2)CC1	1	9	-0.2	-23	15	-0.7	0.0	0.9	12	-4	0.9
CC(C)NS(=O)(=O)c1ccc(CCC(=O)Nc2ccc3c(c2)OCCO3)cc1	1	13	-0.1	15	3	-0.6	1.8	1	8	6	0.9
CCCCNCc1nc2ccccc2c(=O)[nH]1	1.1	4	-0.3	10	-1	-0.4	1.5	1.2	-1	0	1
CCOC(=O)c1c(NC(=O)CN2CCOCC2)sc2c1CCCC2=O	0.9	2	-0.2	4	11	-3.1	2.0	0.9	27	13	0.7
Cc1c(NC(=O)NC(=O)c2ccc(F)cc2)c(=O)n(-c2ccccc2)n1C	0.9	2	0.2	6	-8	-0.5	0.0	0.9	11	0	0.9
CCOC(=O)Cc1csc(NC(=O)CSc2nnc(C)n2C)n1	0.9	3	-0.3	2	3	2.6	1.4	0.9	13	-3	0.9
O=S1(=O)N=C(N=Nc2c(O)[nH]c3ccccc23)c2ccccc21	1.1	4	-0.2	-3	-7	0.2	4.7	1.2	-12	-7	1.1
CC1CCN(CCCOc2ccc(Cl)cc2Br)CC1	0.9	-3	0.1	-3	87*	0.1	0.7	1	17	11	0.8
c1coc(-c2ncc[nH]2)c1	0.7	6	0.1	9	-5	-0.3	1.1	0.9	21	0	0.8
O=C(COc1ccc(Cl)cc1Cl)NNC(=S)NCc1ccco1	1	11	-0.1	-2	0	-0.8	5.5	1	14	0	0.9
N#CC1=C(N)OC2=C(C(=O)CCC2)C1c1ccsc1 (stereo unspecified)	1	17	-0.3	-15	1	-0.6	1.5	0.9	-1	2	1
CCOc1ccc(C(=O)/C=C/c2ccccc2C(F)(F)F)cc1	0.9	5	0.1	/	-3	-3.1	4.6	0.9	19	-1	0.8
CCN(CC(=O)Nc1c(F)cccc1F)C(=O)CCc1ccc(OC)cc1	1	5	-0.6	-11	5	-2.8	1.2	1	10	-5	0.9
CCOC(=O)C1CCN(C(=O)Cn2cccc2C(=O)c2ccccc2)CC1	1	-5	-0.4	/	-3	-0.1	-0.5	1	4	-1	1
COc1ccc(C)cc1NC(=O)Nc1cnccn1	1	8	0.1	9	4	-0.2	4.7	0.9	13	-18	0.9
O=C(NC1CCCC1)c1cccnc1N1CCCCCC1	1.1	-2	0.5	0	-5	1.9	-1.0	1.1	14	2	0.9
CCOC(=O)c1oc2ccccc2c1CSc1nnc(-c2ccco2)o1	0.9	0	0.3	15	-2	0.2	3.5	0.9	26	2	0.7
COc1cccc(/C=C2/SC(=O)N(C)C2=O)c1OCc1ccc(C(=O)O)cc1	0.8	27	-0.1	-9	-1	-0.3	3.8	0.8	15	-9	0.9
CC1(C)CC(=O)c2cc(OCC(=O)NCCN3CCOCC3)ccc2O1	0.9	0	-0.1	/	-4	0.4	0.6	0.9	10	7	0.9
O=C(Nc1ccc(C#Cc2ccccc2)cc1)C1CC1	0.9	-1	0.4	/	22	2.4	6.0	0.9	14	7	0.9

At a glance, some entries already given:
SMILES	PMI act hi M6P	G6PDH CS	Hsp70 act	S1P3 antagonist	L major viab	DTT redox prof	RAM inhibit	PMI activator	Diaphorase inh	TLR4-MyD88 BLA	Diaphorase act
CCOC(=O)C1CCN(C(=O)Cn2cccc2C(=O)c2ccccc2)CC1	1	-5	-0.4	/	-3	-0.1	-0.5	1	4	-1	1
COc1ccc(C)cc1NC(=O)Nc1cnccn1	1	8	0.1	9	4	-0.2	4.7	0.9	13	-18	0.9
O=C(NC1CCCC1)c1cccnc1N1CCCCCC1	1.1	-2	0.5	0	-5	1.9	-1.0	1.1	14	2	0.9

Continued.
SMILES	PMI act hi M6P	G6PDH CS	Hsp70 act	S1P3 antagonist	L major viab	DTT redox prof	RAM inhibit	PMI activator	Diaphorase inh	TLR4-MyD88 BLA	Diaphorase act
COc1ccc(-n2c(SCC(=O)NCC3CCCO3)nc3ccccc32)cc1 (stereo unspecified)	1	6	-0.3	/	5	0.0	0.4	0.9	7	-2	0.9
Cn1c(=O)cc(OCC(=O)N2CCCc3ccccc32)c2ccccc21	0.9	-1	-0.2	-2	-6	-2.6	3.1	0.9	15	-2	0.9
COc1cc(C=O)c(Br)cc1OCC(=O)NCCc1ccccc1	1.1	11	-0.2	-23	4	0.1	6.1	1	19	-10	0.8
CC1=NN(c2nc(-c3ccc(C)cc3)cs2)C(=O)C1N=Nc1ccccc1O (stereo unspecified)	1.1	15	0.0	-2	99*	-0.7	8.1	1	-8	0	1.1
CN(C)S(=O)(=O)c1ccc(C(=O)N2CCN=C2SCc2cccnc2)cc1	1	3	-0.4	-5	9	1.3	1.8	1	-2	4	1
O=C(CC(NS(=O)(=O)c1ccc(Cl)cc1)c1ccco1)NCc1cccnc1 (stereo unspecified)	1	1	-0.2	-17	-1	-1.1	0.2	1	10	-4	0.9
O=C(CN(Cc1ccccc1)S(=O)(=O)c1ccc2c(c1)OCCO2)N/N=C/c1ccc(F)cc1	0.9	12	-0.3	/	8	0.8	1.1	1	11	-7	0.9
Cc1[nH][nH]c(=O)c1C=NCc1ccc(Cl)cc1	1	5	0.0	-3	-1	-2.1	-0.5	1	7	-1	0.9
Cc1ccc(OCc2n[nH]c(=S)n2N)cc1C	0.9	7	0.2	-12	-5	-1.0	2.6	1	-1	0	1
COC(=O)c1ccccc1NC(=O)COC(=O)CSc1nnc(N)s1	1	8	0.0	-1	6	0.2	-0.1	1	6	13	0.9
O=C(c1ccccc1)c1cc(-c2ccccc2)on1	1	-3	0.3	/	-10	0.2	3.8	0.9	3	-9	1
COc1cc(Cl)ccc1NC(=O)COc1ccccc1C(=O)NN	1	-5	0.2	6	31	-2.0	0.0	1	25	-9	0.7
CC(C)c1ccccc1OCCNC(=O)c1cncc(Br)c1	1	4	-0.3	6	-3	0.0	-0.2	0.9	8	3	0.9
Brc1ccc(-c2nc3ncccn3c2Nc2ccc3c(c2)OCCO3)o1	0.9	1	-0.5	/	-1	-0.3	-0.5	0.9	21	-1	0.8
CC(C)NC(=O)COC(=O)c1ccccc1Oc1ccccc1	1	-4	-0.2	/	0	0.5	2.3	1	8	-6	0.9
